WRN helicase inh: inhibitors of human WRN helicase; Q14191; Potency, µM (highest dose often 114 µM), without a hit: at the highest dose activity change, negative = inhibition, usual class: inhibitors; WRN helicase unwinding, fluorescent forked duplex, kinetic; 360,000 tested, 0.46% active; AID 651768; note: potency is the fitted concentration of half-maximal effect; % is set by controls: 0 for no effect and ±100 for the full control effect; nearly all actives have a fitted effect of over 55% in size
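WRN at 20 nM final preincubated with compound 15 min at room temperature; reaction started with 100 nM fluorophore/quencher forked duplex oligonucleotide and 2 mM ATP final. Unwinding followed kinetically by red fluorescence (ex 525, em 598 nm).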
EPAC1 agonist: agonists of human EPAC1; O95398; Potency, µM (doses to about 154 µM), for inactives: top-dose activation, usual class: activators; 360,000 tested, 0.073% active; EPAC1 agonist qHTS, biochemical assay; response scale: 100% = response to 6.5 mM cAMP; note: potency is the fitted concentration of half-maximal effect; nearly all actives have a fitted effect of over 60% in size
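Read-out is the fluorescence drop as BODIPY-GDP leaves Rap1B (480 nm excitation, 540 nm emission), recorded every 5 minutes over 30 minutes. Reactions held 100 nM EPAC1, 250 nM Rap1B–BODIPY-GDP and 50 uM GDP, with 6.5 mM cAMP setting full activation.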
EPAC1 antag: EPAC1 (human) antagonism | O95398 | EPAC1 GEF assay, Rap1b-BODIPY-GDP exchange fluorescence | Potency, µM (series often up to 115 µM), for inactives: at the top dose activity change, negative = inhibition, hits mostly inhibitors | 360,000 tested, 0.14% active;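 note: potency is the fitted concentration of half-maximal effect; plate controls were vehicle for no effect and positive control for full effect; nearly all actives have a fitted effect of over 50% in size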
IL2 activator: activators of IL-2; IL-2 activation reporter assay, cell-based qHTS; stimulated with anti-CD3/CD4/CD28 beads; in transgenic mouse T cells; activation, % (series mostly up to about 46 µM); 360,000 tested, 0.065% active; in the data active = activation above about 50%; inconclusive = mostly about 30% to 49%; note: 0% is about no effect
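First, unstimulated transgenic mouse T cells were exposed to compound for 60 min. Next, anti-CD3/anti-CD4-coated beads with anti-CD28 were added. Finally, after 18 h at 37 degrees C, EGFP and DsRed were imaged.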
PLK1 PBD block: PLK1 (human) polo-box domain binding inhibition; P53350; Plk1 PBD binding of FITC phosphopeptide, fluorescence polarization; Potency, µM, without a hit: max response, negative = inhibition, hits mostly inhibitors; 360,000 tested, 2.8% active; note: potency is the fitted concentration of half-maximal effect; series mostly up to about 57 µM; % is set by controls: 0 for no effect and ±100 for the full control effect; nearly all actives have a fitted effect of over 65% in size
Target sequence (P53350 whole entry, looked up, the tested form may be a part): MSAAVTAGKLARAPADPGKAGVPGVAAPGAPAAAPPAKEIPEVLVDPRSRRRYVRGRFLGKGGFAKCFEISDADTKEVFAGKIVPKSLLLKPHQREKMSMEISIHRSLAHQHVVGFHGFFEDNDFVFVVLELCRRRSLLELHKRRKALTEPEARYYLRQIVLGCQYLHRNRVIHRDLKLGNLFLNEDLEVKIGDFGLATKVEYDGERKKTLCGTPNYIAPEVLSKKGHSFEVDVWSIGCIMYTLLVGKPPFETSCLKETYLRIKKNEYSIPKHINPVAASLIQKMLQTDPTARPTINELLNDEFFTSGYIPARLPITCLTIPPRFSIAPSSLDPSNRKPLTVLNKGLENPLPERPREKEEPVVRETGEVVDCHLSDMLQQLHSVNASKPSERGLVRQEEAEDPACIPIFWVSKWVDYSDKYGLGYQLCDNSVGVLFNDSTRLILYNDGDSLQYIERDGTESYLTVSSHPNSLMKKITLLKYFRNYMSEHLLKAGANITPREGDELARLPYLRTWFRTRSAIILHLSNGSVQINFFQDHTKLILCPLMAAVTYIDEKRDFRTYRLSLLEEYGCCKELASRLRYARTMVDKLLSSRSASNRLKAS
FUS yeast rescue: FUS proteinopathy suppression in yeast | 390,000 tested, 0.24% active | Potency, µM (highest dose often 76.6 µM), inactives show at the highest dose growth rescue (activation), usual class: activators | S. cerevisiae FUS-expressing, growth rescue, OD600, 24 h;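 note: potency is the fitted concentration of half-maximal effect; plate controls were DMSO vehicle for no effect and reference control for full effect; nearly all actives have a fitted effect of over 55% in size; some results filed as inactive show a strong effect at the top dose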
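Compound concentration series was pinned onto galactose-induced FUS-expressing yeast seeded at OD 0.005. Plates sat 24hr at 30C; absorbance at 600 nm gave growth. DMSO served as background control.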
PI5P4Ka inh: blocks human PI5P4K alpha kinase activity; PI5P4Kalpha enzyme, ADP-Glo luminescence, 60 min; active compounds read low; P48426; 330,000 tested, 1.2% active; max response, %; active = max response of -50% or lower; inconclusive = between -30% and -50%; inactive = -30% or higher; note: value at the top dose of about 77 µM; % is set by controls: 0 for no effect and ±100 for the full control effect
Target sequence (P48426 whole entry, looked up): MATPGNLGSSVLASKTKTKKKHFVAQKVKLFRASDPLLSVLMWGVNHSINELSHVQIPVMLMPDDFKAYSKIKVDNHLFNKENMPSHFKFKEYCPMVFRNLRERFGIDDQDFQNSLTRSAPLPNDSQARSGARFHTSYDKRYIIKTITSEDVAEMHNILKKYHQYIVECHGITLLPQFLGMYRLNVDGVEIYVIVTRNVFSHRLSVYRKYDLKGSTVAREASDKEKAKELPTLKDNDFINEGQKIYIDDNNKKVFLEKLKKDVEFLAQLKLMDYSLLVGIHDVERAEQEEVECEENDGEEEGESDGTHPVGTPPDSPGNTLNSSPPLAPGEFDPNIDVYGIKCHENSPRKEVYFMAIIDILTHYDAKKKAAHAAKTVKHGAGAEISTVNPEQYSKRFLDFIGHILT
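Controls without substrate or without enzyme flank wells where PI5P4Kalpha converts substrate using 5 microM ATP (final). Incubation lasts 60 minutes at room temperature; ADP formed is read by ADP-Glo luminescence.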
Abeta rescue: A-beta toxicity reversal in yeast; yeast expressing A-beta42, growth rescue, OD600, 48 h; response scale: 0% DMSO, 100% iron-clioquinol control; Potency, µM (highest dose often 46.1 µM), for the others: at the highest dose growth rescue, hits mostly activators; 410,000 tested, 0.063% active; AID 1347071; note: potency is the fitted concentration of half-maximal effect; nearly all actives have a fitted effect of over 55% in size
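Growth rescue measured by 600 nm absorbance after 48 h yeast culture at 30 C with compound. Values normalized between DMSO and an equimolar ferric chloride plus clioquinol control.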
Active calls of the source: *; ? = inconclusive; . = no result given; & = joins results of further samples; [ ] = another dose, or the depositor's remark. Unless noted, calls come from the whole dose curve; as a rule, active = well fitted curve in the direction sought with a large enough effect; inconclusive = small, poorly fitted or top-dose-only effect, or another doubt; inactive = no such curve, though single readings can be large; an effect the other way counts as inactive or inconclusive.

SMILES | WRN helicase inh | EPAC1 agonist | EPAC1 antag | IL2 activator | PLK1 PBD block | FUS yeast rescue | PI5P4Ka inh | Abeta rescue
CC(=O)OCC(=O)C1CCC2C3CC=C4CC(O)CCC4(C)C3CCC12C (stereo not given) | 0.5% | -7.5% | 9.8% | -0.6 | -20.2% | -23.8% | 5.8 | -11.3%
C=C1C[C@H]2[C@@H]3CCc4cc(OC)ccc4[C@H]3CC[C@]12C | 15.3% | -17.8% | 14.8% | 0.6 | 5.2% | -5.3% | 25.2 | -25.2%
COCCCNC(=O)c1cc2c(=O)n3cccc(C)c3nc2s1 | -0.7% | 1.2% | -12.7% | -2.1 | -6.7% | 3.5%&-7.5% | 4.0 | -12.4%&-13.2%
COc1ccc(C(O)c2nc(-c3ccccc3C)cs2)cc1 (stereo not given) | -17.6% | -3.0% | 2.2% | 0.2 | -2.0% | 24.3% | 4.5 | ?
O=S(=O)(Nc1ccncc1)c1ccccc1 | -2.7% | -3.4% | -3.8% | -0.7 | -10.7% | -10.3% | 8.1 | -8.9%
Cc1c(OC(C)C(=O)NCCN2CCOCC2)ccc2c3c(c(=O)oc12)CCC3 (stereo not given) | -3.0% | -14.1% | -1.5% | 1.1 | 0.5% | -29.5% | 0.0 | 7.8%
CCCCN1CCNC[C@@H]1Cc1ccccc1 | -1.9% | 14.7% | 2.0% | -0.1 | 0.5% | -10.0% | 1.4 | -8.4%
CCNC(=O)C1(C)CCCN(Cc2ccc(-n3ccnc3)cc2)C1 (stereo not given) | 3.2% | 2.0% | -1.7% | -0.6 | -5.5% | -18.2% | 2.1 | -1.7%
COc1ccc(C)cc1NC(=O)Cn1cnnn1 | 6.0% | -2.4% | 7.1% | -2.0 | -8.1% | 1.0% | -1.6 | 0.6%
COc1cc2c(cc1OC)/C(=C/C(C)=O)OC2 | -1.2% | -1.2% | -7.1% | -0.5 | -6.1% | -7.5% | -1.5 | -1.8%
COc1cccc(CNC(=O)Nc2cccs2)c1 | -1.5% | 1.8% | 1.2% | 0.0 | -19.4% | -0.8% | -17.1 | -6.7%
CCn1cc(CNCc2c(C(=O)N3CCCCC3)nc3c(C)cccn23)cn1 | -24.2%[57.1 µM] | 1.5% | -8.1% | -2.2 | -16.1% | 19.1% | 2.8 | 0.3%
COc1cc(Cl)c(C)cc1NC(=O)c1ccccc1NC(=O)CN1CCN(c2ccccn2)CC1 | -5.2% | 5.7% | -14.4% | -0.6 | -4.3% | ? | 16.4 | -66.4%[inhibitor]
Cc1cccc(NC(=S)NCc2ccccn2)c1 | -3.6% | -2.1% | 6.0% | -0.3 | ? | 10.8% | -1.1 | 3.1%
Cc1cc(Cl)ccc1NC(=S)NCc1ccc(F)cc1 | -14.1% | 2.8% | -4.1% | -1.1 | -14.4% | 5.8% | -5.1 | 12.9%
C=CCN1C(=O)C(CC(=O)Nc2ccccc2)S/C1=N/c1nccs1 (stereo not given) | 10.1% | 0.3% | -4.0% | 0.1 | -9.3% | 34.3% | 2.1 | -4.3%
Fc1ccccc1-c1nc(-c2cnccc2C(F)(F)F)no1 | -11.0% | 4.6% | 22.3% | -0.1 | -3.8% | 12.1% | 5.8 | -8.9%
O=C(Nc1ccccc1)C1Cc2c(-c3ccc(Cl)cc3)ccnc2O1 (stereo not given) | 5.9%[57.1 µM] | 3.8% | -15.6% | -0.6 | 4.5% | -12.3% | 1.1 | -6.1%
COC1=C(N)C(=O)c2nc(-c3nc(C(=O)O)c(C)c(-c4ccc(OC)c(OC)c4O)c3N)ccc2C1=O | ? | 3.4% | -11.5% | -0.7 | -25.6% | 41.3% | -12.0 | -86.4%[inhibitor]
CC1=CC(C)=Nc2ccccc2N1 | -1.6% | 8.3% | -8.5% | -0.3 | -4.6% | -28.2% | . | -16.4%
O=C(Nc1ccc(Br)cc1)c1cccnc1N1CCCCC1 | -5.0% | 11.9% | 17.8% | -1.5 | -11.1% | 32.5% | . | -25.8%
Cc1ccc(C(=O)OCC(=O)c2c[nH]c3ccccc23)cc1 | 1.0% | 0.5% | 11.1% | 0.6 | 1.6% | 0.0% | -2.2 | -11.8%
CC1Cc2ccccc2N1S(=O)(=O)c1cccc(C(=O)N2Cc3ccccc3CC2C(N)=O)c1 (stereo not given) | 9.9% | 2.4% | 9.3% | 0.0 | -12.1% | ? | 3.8 | 10.9%
Cc1ccc(-c2nc3c(c(=O)[nH]c(=O)n3Cc3ccccc3)n2C)o1 | -12.9%[11.6 µM] | -7.0% | ? | 1.0 | -10.1% | -7.1% | -67.8* | -1.0%
CCN1C(=NCCCCO)N[C@@H](c2cccc(F)c2)C(C(=O)OC)=C1C | 6.1% | 3.0% | 3.9% | 1.1 | -9.7% | -9.6% | -2.9 | -5.4%

Among those listed so far, these contain an NH in an aromatic ring.
SMILES | WRN helicase inh | EPAC1 agonist | EPAC1 antag | IL2 activator | PLK1 PBD block | FUS yeast rescue | PI5P4Ka inh | Abeta rescue
Cc1ccc(C(=O)OCC(=O)c2c[nH]c3ccccc23)cc1 | 1.0% | 0.5% | 11.1% | 0.6 | 1.6% | 0.0% | -2.2 | -11.8%
Cc1ccc(-c2nc3c(c(=O)[nH]c(=O)n3Cc3ccccc3)n2C)o1 | -12.9%[11.6 µM] | -7.0% | ? | 1.0 | -10.1% | -7.1% | -67.8* | -1.0%

Next compounds:
SMILES | WRN helicase inh | EPAC1 agonist | EPAC1 antag | IL2 activator | PLK1 PBD block | FUS yeast rescue | PI5P4Ka inh | Abeta rescue
Nn1c(Cc2ccc(F)cc2)n[nH]c1=S | 3.1% | 1.7% | 9.7% | 0.1 | 18.9µM* | -12.3% | 5.7 | -5.0%
Cc1ccsc1/C=N/n1c(-c2ccncc2)n[nH]c1=S | -39.6% | -6.2% | 18.6% | -3.2 | ? | . | -14.5 | 0.0%
Cc1nc2c(c3c1[nH]c1ccccc13)C(O)CC(C)(C)C2 (stereo not given) | -1.0% | -7.7% | 10.4% | 6.6 | -5.8% | . | -0.1 | 8.6%
CCn1c(CN2CCC(C)CC2)nc2cc(S(=O)(=O)N3CCCCC3)ccc21 | 10.9% | -8.4% | 2.5% | -2.5 | 1.0% | -7.8% | -2.3 | 5.0%
CC(C)(C)CC(=O)Nc1ccc(S(=O)(=O)NC2=NCCCCC2)cc1 | -2.6% | -1.8% | -4.5% | 1.4 | 0.6% | 8.4% | 4.0 | 4.1%
COCOc1ccc(C=O)cc1OCOC | 3.4% | -22.6% | -7.3% | -0.4 | 9.7% | -17.5% | -1.7 | -2.2%
CCOC(=O)c1c(C)[nH]c(NC(=O)Nc2c(C)n(C)n(-c3ccccc3)c2=O)c1C | -1.8% | 7.5% | -26.8% | -2.0 | -12.8% | 26.3% | . | -2.7%
CCN1CCN(c2nc(-c3ccccc3)nc3ccccc23)CC1 | -21.4% | 3.3% | -1.4% | 0.1 | ? | . | -1.5 | 3.4%
CC1(C)C(c2cccs2)=[N+]([O-])C2(CCCCC/C2=N\O)N1O (stereo not given) | 7.7% | 4.3% | -0.9% | -1.7 | -7.3% | -2.6% | . | -11.6%
Clc1cccc(OCCN2CCCC2)c1 | -0.9% | 3.9% | -21.7% | -0.5 | -2.6% | 9.9% | 2.2 | -0.5%
c1ccc2cc(CSCc3nc4ccccc4[nH]3)ccc2c1 | -12.8% | 17.1% | -5.8% | 8.4 | -5.0% | . | 1.0 | 10.6%
CCC1(c2ccccc2)NC(=O)N(CC(=O)NC2(C#N)CCCCC2)C1=O (stereo not given) | 14.7% | -5.2% | 8.4% | 0.0 | -7.6% | 14.2% | 7.3 | 9.1%
c1cncc(-c2nc(NCc3cccs3)c3ccccc3n2)c1 | -23.3% | 9.6% | -2.1% | -1.4 | -10.0% | 3.3% | 4.7 | -9.2%
CCN(C(=O)c1cccc(NC(=O)c2ccccc2)c1)C1CCCCC1 | -30.2% | 10.5% | 1.1% | -2.0 | -7.1% | . | 6.9 | -4.7%
CCCCC[C@H](C)N1C[C@@H](COCc2ccccc2)Oc2cc(N3CC[C@@H](N(C)C)C3)ccc2S1(=O)=O | -5.0% | -7.4% | -13.4% | -0.7 | 4.5% | ? | 27.1 | 3.7%
COc1ccc(/C=C(\NC(=O)c2ccc(OC)cc2)C(=O)Nc2cccc(C(=O)O)c2)cc1 | 2.8% | 1.0% | -18.9% | 0.1 | -1.2% | 19.6% | -3.1 | 7.3%
C[C@H](CO)N1C[C@H](C)[C@@H](CN(C)C(=O)Nc2ccccc2)Oc2ncc(C#CC3CCCCC3)cc2C1=O | -6.2% | -13.7% | -15.0% | -4.0 | -6.5% | ? | 6.2 | 4.8%
O=C(CSc1nnc(CNC(=O)c2ccccc2F)o1)Nc1ccc2c(c1)OCCO2 | -7.6% | 10.7% | -17.5% | -1.1 | -12.7% | 11.6% | 2.3 | 3.7%
Cc1nc2c(OCc3ccc(OC(F)F)cc3)cccn2c1N(C)C(=O)CCC1CCCC1 | -6.9% | -4.3% | -16.1% | -0.6 | 2.0% | 26.8% | -7.5 | 18.9%
O=C(O)CC(SCC(=O)Nc1ccc(Cl)c(S(=O)(=O)N2CCOCC2)c1)C(=O)O (stereo not given) | 9.0% | -3.9% | -21.8% | -2.5 | -17.9% | -4.0% | 0.2 | 7.9%
COc1ccc(Cc2nc3ccc(C(=O)N(C)CCc4cnn(C)c4)cc3o2)cc1OC | -14.0% | -20.2% | 1.2% | -0.3 | 0.4% | 12.7% | -6.0 | -12.0%
CCNC(=O)COc1ccc(CC)cc1 | 7.5% | 0.9% | 1.3% | -2.4 | -5.5% | -11.0% | -3.0 | 3.4%
Cc1cc(C)n2nc(SCC(=O)Nc3ccccc3F)nc2n1 | 7.0% | 8.0% | 14.2% | -5.2 | -1.6% | . | 1.9 | -13.3%
Cc1ccc(NC(=O)CN2C(=O)S/C(=C\C(=O)Nc3ccc(Cl)cc3)C2=O)cc1 | 8.2% | -7.2% | -13.2% | 1.2 | 0.4% | -7.5% | -3.0 | 1.0%
O=C(COc1ccccc1F)Nc1ccccc1C(=O)NC1CC1 | -1.0% | 0.1% | -0.3% | 0.5 | 3.6% | -4.3% | 0.1 | -8.2%
CC(C)c1ccc(/C=C/C2=NNC(=O)CC2)cc1 | -1.8%[57.1 µM] | -0.6% | -17.7% | 0.4 | 9.47µM* | -10.0% | -18.0 | -17.1%
CC(=O)c1ccc(NC(=O)C2CCCNC2=O)cc1 (stereo not given) | -12.0% | -9.0% | 6.3% | -1.3 | 1.6% | 25.7% | 5.3 | 17.6%
Cc1cccc(-c2nnc3sc(-c4ccccc4)nn23)c1 | 3.1% | 3.5% | 2.3% | -0.1 | -2.5% | 9.3% | . | 4.0%

High-throughput results: PubChem, National Center for Advancing Translational Sciences (NCATS)
